# Compound activity (PubChem BioAssay)
# TRPV1 ag = HTS Assay for Compounds that Act as Agonists of the Vanilloid Receptor 1. TRPV1-expressing cells, Fluo-8 calcium influx, agonist mode. activation, % at 8.33 µM. actives 0.19% (n = 320,000). AID 540275, 2011; in the data active = activation above about 80%; inconclusive = between about 30% and that limit; note: 0% is about no effect
# Target sequence (Q8NER1 whole entry, looked up): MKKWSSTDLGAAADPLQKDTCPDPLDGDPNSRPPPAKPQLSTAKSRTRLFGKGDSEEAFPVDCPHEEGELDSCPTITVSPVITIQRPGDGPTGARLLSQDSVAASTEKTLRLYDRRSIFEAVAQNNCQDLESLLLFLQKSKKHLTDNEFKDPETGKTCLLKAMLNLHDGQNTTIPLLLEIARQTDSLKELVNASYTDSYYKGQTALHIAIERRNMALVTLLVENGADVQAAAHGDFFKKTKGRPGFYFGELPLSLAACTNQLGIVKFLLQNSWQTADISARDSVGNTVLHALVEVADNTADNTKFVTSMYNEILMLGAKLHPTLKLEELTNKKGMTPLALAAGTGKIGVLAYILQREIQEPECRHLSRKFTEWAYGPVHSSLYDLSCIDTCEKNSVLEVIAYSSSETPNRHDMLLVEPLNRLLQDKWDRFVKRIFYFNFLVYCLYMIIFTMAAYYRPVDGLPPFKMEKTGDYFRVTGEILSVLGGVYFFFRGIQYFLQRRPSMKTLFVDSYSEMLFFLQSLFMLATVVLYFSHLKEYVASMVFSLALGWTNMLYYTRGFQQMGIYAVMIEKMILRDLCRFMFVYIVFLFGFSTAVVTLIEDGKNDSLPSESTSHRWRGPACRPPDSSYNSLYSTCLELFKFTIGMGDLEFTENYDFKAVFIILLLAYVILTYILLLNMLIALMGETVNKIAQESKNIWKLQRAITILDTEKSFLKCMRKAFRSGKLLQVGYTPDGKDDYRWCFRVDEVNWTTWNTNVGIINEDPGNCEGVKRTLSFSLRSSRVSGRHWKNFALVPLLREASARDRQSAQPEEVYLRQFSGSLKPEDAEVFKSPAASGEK
#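 TRPV1-expressing cells were cultured overnight at 35.5C and loaded with Fluo-8 calcium dye for 40 to 90 min at room temperature. After a 10 s baseline, compound was added and calcium influx was read kinetically for 3 min (ex 480/em 520 nm).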
# FBPA coupling cs = qHTS Assay for Inhibitors of Fructose-1,6-bisphosphate Aldolase from Giardia Lamblia: Coupling assay counterscreen. coupling enzyme system counterscreen, AmpLite Red fluorescence. activity change, negative = inhibition, % at 58.2 µM, hits read low. actives 0.67% (n = 290,000); in the data active = activity change below about -30%; note: % is set by controls: 0 for no effect and ±100 for the full control effect
#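 Coupling enzymes only (glyceraldehyde-3-phosphate) + compound, at 57.5 uM final, 10 min RT; add substrate/coupling/AmpLite Red mix, 20 min RT; fluorescence ex 525/em 598 nm. Actives flag coupling-system interference.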
# PKM2 activator = qHTS Assay for Activators of Human Muscle isoform 2 Pyruvate Kinase; purified PKM2, Kinase-Glo ATP luminescence, activation; response scale: 0% is enzyme alone, no compound; AID 1631, 2009; Pyruvate kinase PKM (Homo sapiens), P14618; actives 0.34% (n = 260,000); Potency, µM (highest dose often 57.5 µM), without a hit: at the highest dose activation, most hits filed as activators; note: potency is the fitted concentration of half-maximal effect; % is set by controls: 0 for no effect and ±100 for the full control effect; nearly all actives have a fitted effect of over 55% in size
#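 hPK-M2, >95% pure; 0.1 mM ADP / 0.5 mM PEP final; imidazole pH7.2 buffer w/ 7 mM MgCl2, 50 mM KCl; 1 h RT; Kinase-Glo lum. Intermediate enzyme activity for dual inhibitor/activator qHTS.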
# USP2a block = qHTS Assay for Inhibitors of Ubiquitin-specific Protease USP2a Using CHOP2 as the Reporter | Ubiquitin carboxyl-terminal hydrolase 2 (Homo sapiens), O75604 | USP2 core, Ub-CHOP2 coupled fluorogenic reporter, 485/531 | Potency, µM (titrated, usually from 38.3 µM), inactives show at the highest dose activity change, negative = inhibition, most hits filed as inhibitors | actives 0.01% (n = 330,000);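 note: potency is the fitted concentration of half-maximal effect; plate controls were DMSO wells for no effect and full inhibition by NEM control for full effect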
#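 Cell-free coupled assay: 10nM USP2 core preincubated 30min RT with compound in Tris-HCl pH 8.0/CaCl2/CHAPS buffer, then 25nM Ub-CHOP2 and 25nM reporter substrate; fluorescence (Ex 485/Em 531) read after 60min RT, normalized to NEM inhibition, concentration-response curves fitted.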
# Giardia killer = Small Molecules that selectively kill Giardia lamblia: qHTS. actives 0.15% (n = 340,000). Giardia lamblia trophozoite viability. activity change, % at 7.66 µM, hits read low; in the data active = activity change below about -80%; inconclusive = between about -30% and that limit;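 note: parasites exposed to compound for two days anaerobically before the ATP read; % is set by controls: 0 for no effect and ±100 for the full control effect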
#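 Luminescence from cellular ATP indicates surviving trophozoites (100 cells/well) following 48 hrs anaerobic compound treatment at 37 deg C; signal develops 15-30 min at room temperature.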
# KCNH2 WT inh = qHTS for Inhibitors of KCHN2 3.1: Wildtype qHTS. actives 0.37% (n = 340,000). activity change, % at 1.84 µM. U2OS, BacMam KCNH2, thallium flux FluxOr; stronger effect = lower value. Voltage-gated inwardly rectifying potassium channel KCNH2 (Homo sapiens), Q12809;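 active = maximum activity change below -70%; inconclusive = maximum activity change between -70% and -50%; inactive = maximum activity change above -50%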; note: % is set by controls: 0 for no effect and ±100 for the full control effect
#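 U2OS cells were transduced with wild-type KCNH2 virus (2.03 x 10^8 / mL) for 4 h at room temperature, then cultured overnight at 37 C. Thallium flux was read with FluxOr dye. Rate constants were normalized to DMSO controls.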
# MLL CXXC-DNA inh = qHTS Fluorescence Polarization Assay for Inhibitors of MLL CXXC domain - DNA interaction | Histone-lysine N-methyltransferase 2A (Homo sapiens), Q03164 | MLL-CXXC / FITC-HOXA9 DNA fluorescence polarization | Potency, µM (doses to about 115 µM), for inactives: at the highest dose activity change, negative = inhibition, usual class: inhibitors | actives 0.037% (n = 290,000) | AID 2662, 2010; active = well fitted inhibition curve with a large enough effect in the polarisation, with a control signal flat, not every such curve was filed as active; inconclusive = small, poorly fitted or top-dose-only effect, or effect the other way, or a change in a side signal; inactive = no such curve, though single readings can be large or run the other way; the % refers to the polarisation; note: potency is the fitted concentration of half-maximal effect
#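 Fluorescence polarization: 7 uM MLL-CXXC (stock) preincubated 5 min with compounds, then 50 nM fluorescein-HOX-A9 DNA (stock) added; 30 min ambient. Buffer 50 mM Tris-HCl pH 7.5, 50 mM NaCl, 1 mM DTT, 0.05% BSA.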
# KCNH2 3.1 block = qHTS for Inhibitors of KCHN2 3.1: Mutant qHTS; Potassium voltage-gated channel subfamily H member 2, brain isoform KCNH2 3.1 (human); U2OS KCNH2 3.1, thallium flux FluxOr; stronger effect = lower value; activity change, % (tested at about 1.8 µM); actives 0.95% (n = 340,000);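 active = maximum activity change below -70%; inconclusive = maximum activity change from -70% to -50%; inactive = maximum activity change above -50%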;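 note: thallium influx rate constant from kinetic fluorescence after stimulation buffer; % is set by controls: 0 for no effect and ±100 for the full control effect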
#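 Measured as rate of thallium-driven FluxOr signal in transduced U2OS cells carrying the 3.1 channel, read kinetically for 2 min upon stimulation; values are rate constants scaled to DMSO control wells.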
# B2AR arrestin = qHTS assay of beta-arrestin-biased ligands of beta2-adrenergic receptor; Beta-2 adrenergic receptor (Homo sapiens), P07550; beta-arrestin recruitment to beta2AR, cell-based reporter; Potency, µM (top dose mostly 46.1 µM), inactives show top-dose activation, usual class: activators; actives 0.02% (n = 330,000);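 note: potency is the fitted concentration of half-maximal effect; 0% = DMSO controls and full agonism = EC100 isoproterenol or metaproterenol; nearly all actives have a fitted effect of over 65% in size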
# Menin-MLL TR inh = qHTS Assay for Inhibitors Targeting the Menin-MLL Interaction in MLL Related Leukemias: Competition With Texas Red Labeled MLL-derived Mutant Peptide; actives 0.23% (n = 270,000); AID 1768, 2009; O00255; Menin + Texas Red MLL mutant peptide, fluorescence polarization; Potency, µM (highest dose often 61.6 µM), for the others: at the top dose FP activity change, negative = inhibition, usual class: inhibitors; active = well fitted inhibition curve with a large enough effect in the polarisation, with a control signal flat, not every such curve was filed as active; inconclusive = small, poorly fitted or top-dose-only effect, or effect the other way, or a change in a side signal; inactive = no such curve, though single readings can be large or run the other way; the % refers to the polarisation; note: potency is the fitted concentration of half-maximal effect; % of control where 0% means no effect; many of its hits are not listed in these tables
# GALK inh = qHTS Assay for Inhibitors of Human Galactokinase (GALK). actives 0.007% (n = 270,000). Purified GALK, Kinase-Glo residual ATP luminescence. Potency, µM (titrated, usually from 57.5 µM), inactives show top-dose activity change, negative = inhibition, usual class: inhibitors; note: potency is the fitted concentration of half-maximal effect; % is set by controls: 0 for no effect and ±100 for the full control effect
#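 5 nM enzyme, 35 uM ATP, 100 uM galactose, 20 mM HEPES pH8.0, 5 mM MgCl2; 1 h RT; residual ATP by Kinase-Glo Plus luminescence, qHTS format.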
# * = called active by the depositor; ? = inconclusive; / = not tested or not shown; [ ] = dose if it differs, or a comment. Unless noted, calls come from the whole dose curve; as a rule, active = well fitted curve in the direction sought with a large enough effect; inconclusive = small, poorly fitted or top-dose-only effect, or another doubt; inactive = no such curve, though single readings can be large; an effect the other way counts as inactive or inconclusive. Some of the compounds tested; rates above refer to the full screens.
SMILES,TRPV1 ag,FBPA coupling cs,PKM2 activator,USP2a block,Giardia killer,KCNH2 WT inh,MLL CXXC-DNA inh,KCNH2 3.1 block,B2AR arrestin,Menin-MLL TR inh,GALK inh
COc1ccc(NC(=O)NC2(C(=O)N3CCN(C)CC3)CCCCC2)cc1,1,9,/,3%,1,7,-5%,-5,0.0%,/,2%
Cc1ccc(OCC(=O)N2CCc3ccccc32)c([N+](=O)[O-])n1,-3,2,-4%,3%,-13,1,5%,10,-0.7%,-13%,-2%
O=C(NC(=S)NC(CO)Cc1ccccc1)c1ccc(F)cc1 (stereo not given),3,0,2%,-2%,-1,-1,?,-1,-0.4%,0%,4%
C[C@H](CO)N1C[C@H](C)[C@@H](CN(C)S(=O)(=O)c2ccc(F)cc2)Oc2ccc(NC(=O)CCN3CCOCC3)cc2C1=O,/,/,/,0%,-14,1,/,1,0.0%,/,/
CCOC(=O)c1c(-c2ccc(C)cc2)csc1NC(=O)CCN1CCOCC1,27,0,10%,-1%,-13,-1,-1%,-17,-0.7%,?,1%
CCOc1ccc(NC(=O)NC2CC(=O)N(c3ccc(OC)cc3)C2)cc1 (stereo not given),15,0,4%,1%,-5,2,1%,5,0.3%,1%,0%
NC(=O)C(Cc1ccccc1)NC(=O)C12CC3CC(CC(C3)C1)C2 (stereo not given),0,-1,2%,2%,-2,-2,-7%,11,-1.0%,3%,0%
O=C(CN1C(=O)NC2(CCc3ccccc32)C1=O)Nc1ccc(N2CCOCC2)cc1 (stereo not given),-1,0,-6%,-1%,-1,13,-7%,1,-0.1%,9%,2%
Cc1ccc(C)c(OCCC(=O)OCC(=O)NCc2ccc(F)cc2)c1,?,-3,8%,-6%,-3,-1,-1%,-2,-1.1%,-3%,6%
Cc1ccccc1-c1cc(C(=O)Nc2sc(C(=O)OC(C)C)c(C)c2C#N)c2ccccc2n1,1,11,-3%,0%,-6,-3,-5%,-14,-0.2%,?,-1%
O=C(NC(=S)NC1CCS(=O)(=O)C1)c1ccccc1Br (stereo not given),-4,/,1%,0%,-8,-5,5%,6,-0.2%,/,-4%
Cn1/c(=N/N=C/c2ccc(N3CCOCC3)cc2)sc2ccccc21,1,-14,2%,?,-14,0,3%,-19,-1.0%,?,4%
CC(=O)Nc1ccc(CN2CCCC(C(=O)c3ccc(C(F)(F)F)cc3)C2)cc1 (stereo not given),15,0,0%,2%,-7,63,5%,-24,-0.4%,6%,10%
N#Cc1ccc(S(=O)(=O)N2CCN(CC(=O)Nc3ccccc3C(=O)NC3CC3)CC2)cc1,1,/,/,0%,3,23,/,-10,0.4%,/,/
Cc1c(N/C(=N/S(=O)(=O)c2cc([N+](=O)[O-])ccc2Cl)c2ccccc2)c(=O)n(-c2ccccc2)n1C,-5,3,-3%,-1%,2,4,-6%,0,0.2%,4%,0%
COc1ccc(/C=C/C(=O)Nc2cccc(S(=O)(=O)NC3=NCCCCC3)c2)cc1,4,-4,-2%,1%,-21,1,-12%,0,-0.1%,/,-6%
COc1ccc(/C=N/NC(=O)c2cccnc2)cc1CN1CCOCC1,-2,-1,-2%,-1%,0,1,-5%,2,-0.9%,/,1%
O=C(C1=C[C@H](c2csc3ccccc23)C[C@H](OCc2ccc(CO)cc2)O1)N1CCN(Cc2ccccc2)CC1,10,-5,6%,0%,5,-3,1%,-45,-0.4%,-25%,-1%
CC[C@]1(C(=O)OC)[C@H]2C(=O)N(C)C(=O)[C@H]2[C@H]2CN(C)C(=NC3CCCCC3)N21,/,/,/,1%,7,-3,/,10,-0.4%,/,/
C[C@H](CO)N1C[C@H](C)[C@@H](CN(C)Cc2ccccc2)Oc2c(NC(=O)C3CCCCC3)cccc2C1=O,/,/,/,-1%,-6,-19,/,-8,0.2%,/,/

# Filtered by structure, those above with a cyano group (2)
SMILES,TRPV1 ag,FBPA coupling cs,PKM2 activator,USP2a block,Giardia killer,KCNH2 WT inh,MLL CXXC-DNA inh,KCNH2 3.1 block,B2AR arrestin,Menin-MLL TR inh,GALK inh
Cc1ccccc1-c1cc(C(=O)Nc2sc(C(=O)OC(C)C)c(C)c2C#N)c2ccccc2n1,1,11,-3%,0%,-6,-3,-5%,-14,-0.2%,?,-1%
N#Cc1ccc(S(=O)(=O)N2CCN(CC(=O)Nc3ccccc3C(=O)NC3CC3)CC2)cc1,1,/,/,0%,3,23,/,-10,0.4%,/,/

# Additional records follow.
SMILES,TRPV1 ag,FBPA coupling cs,PKM2 activator,USP2a block,Giardia killer,KCNH2 WT inh,MLL CXXC-DNA inh,KCNH2 3.1 block,B2AR arrestin,Menin-MLL TR inh,GALK inh
CCOc1ccc(N(CC(=O)N2CCN(c3ccc(F)cc3)CC2)S(=O)(=O)c2c(C)noc2C)cc1,4,/,/,3%,-13,-7,3%,-22,-0.7%,/,-10%
COc1ccc(/C=N/NC(=O)CC(=O)NCc2cccnc2)cc1[N+](=O)[O-],-5,2,0%,0%,2,16,1%,7,0.2%,3%,-5%
O=C(Nc1nccs1)c1cc(-c2ccco2)nc2ccccc12,0,2,24%,-5%,-17,5,4%,8,-1.7%,?,0%
O=C(Nc1ccc(C(F)(F)F)cc1)N1CCN(C(=O)c2ccco2)CC1,?,/,/,-4%,20,4,2%,9,-0.5%,/,1%
O=S(=O)(NCCc1ccccc1)c1cccc(S(=O)(=O)N2CCOCC2)c1,-1,0,-1%,0%,19,18,-3%,13,-0.5%,-1%,3%
Nn1c(SCC(=O)Nc2ccc(F)cc2)nnc1-c1cccnc1,1,-2,-21%,0%,4,-8,36%[activator],-7,0.0%,-1%,-3%
COc1cccc(-c2cc(C(=O)NCCCN3CCOCC3)no2)c1,-1,1,-7%,0%,6,-5,5%,-6,0.0%,-6%,-4%
CCN(CC(=O)NCc1ccc(F)cc1)C(=O)CCNS(=O)(=O)c1cccc(C)c1,0,/,/,-6%,-16,5,/,14,-0.6%,/,/
Cc1ccc(CN2C(=O)CCC2C(=O)N2CCN(c3ccccc3)CC2)cc1 (stereo not given),7,3,0%,0%,-11,-11,-8%,3,-0.2%,1%,0%
O=S(=O)(/C=C/c1ccccc1)N1CCN(c2nc(-c3ccccc3)nc3ccccc23)CC1,3,-1,-1%,-8%,?,10,-5%,?,0.4%,-10%,-2%
O=c1cc(Cl)c2ccccc2n1-c1ccccc1,-8,4,/,6%,4,-8,9%,2,0.6%,-30%,2%
CC1CCN(C(=O)CSc2nc(=O)n3cc(Cl)ccc3n2)CC1,2,/,/,0%,-4,1,/,7,-0.2%,/,/
CCCCCC1CC1C(=O)N/N=C/c1ccc(N(C)C)cc1 (stereo not given),10,/,-2%,1%,5,-2,14%,-11,3.0%,3%,-1%
Cn1c(Cc2c[nH]c3ccccc23)n[nH]c1=S,-5,2,2%,1%,3,-1,-8%,-14,-0.1%,4%,1%
COc1ccc(C(C)(C)C)cc1NC(=O)COC(=O)c1cc(SC)ccc1Cl,2,2,0%,0%,-8,8,0%,10,-0.1%,2%,1%
Cc1cccc(C(=O)OC(C)C(=O)NC(=O)NC2CCCCC2)c1O (stereo not given),-10,/,/,-1%,-1,-2,/,7,-0.1%,/,/

# 3 entries already listed, arranged by their value in PKM2 activator, descending:
mol,TRPV1 ag,PKM2 activator,MLL CXXC-DNA inh,B2AR arrestin,Menin-MLL TR inh,GALK inh
Cc1ccc(C)c(OCCC(=O)OCC(=O)NCc2ccc(F)cc2)c1,?,8%,-1%,-1.1%,-3%,6%
Cc1ccccc1-c1cc(C(=O)Nc2sc(C(=O)OC(C)C)c(C)c2C#N)c2ccccc2n1,1,-3%,-5%,-0.2%,?,-1%
O=C(CN1C(=O)NC2(CCc3ccccc32)C1=O)Nc1ccc(N2CCOCC2)cc1 (stereo not given),-1,-6%,-7%,-0.1%,9%,2%
